High-throughput results (PubChem BioAssay)
QS inhibitor – blocks AIP-induced quorum sensing reporter in S. aureus; actives 0.3% (n = 24,000); inhibition, % at 2 µM; S. aureus RN6390 RNAIII-GFP reporter, flow cytometry 3 h;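 active = share of bacteria positive for the green fluorescent reporter and its mean brightness both inhibited by 50% or more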;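 note: 0% = AIP-stimulated control and 100% = unstimulated bacteria without AIP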
QS inhibitor GFP MFI % – recorded beside QS inhibitor, whose call it bears; inhibition, %; measured here: inhibition of GFP MFI
* hit, by the source's call. An excerpt; the hit share may differ from the screen's.

SMILES | QS inhibitor | QS inhibitor GFP MFI %
CCOC(=O)Nc1ccc2c(c1)N(C(=O)CCN1CCOCC1)c1ccccc1S2 | -2 | -1
OCCOCCN1CCN(C(c2ccccc2)c2ccc(Cl)cc2)CC1 (centres undefined) | 2 | 15
CCCN(CCC)C(=O)C(CCC(=O)O)NC(=O)c1ccccc1 (centres undefined) | -2 | -8
OCC(O)CN1CCN(c2ccccc2)CC1 (centres undefined) | 5 | 17
Cc1oncc1C(=O)Nc1ccc(C(F)(F)F)cc1 | -1 | -1

Two records drawn at random from the list so far, as already listed:
SMILES | QS inhibitor | QS inhibitor GFP MFI %
CCOC(=O)Nc1ccc2c(c1)N(C(=O)CCN1CCOCC1)c1ccccc1S2 | -2 | -1
OCCOCCN1CCN(C(c2ccccc2)c2ccc(Cl)cc2)CC1 (centres undefined) | 2 | 15
